# FLuc stim CS – firefly luciferase counter-screen for stimulation assays | P08659 | activation factor at 10 µM | AID 1027 | 200,000 tested, under 10 active | ATPlite luciferase biochemical, luminescence, 10 min; 0 = ATP-free wells, 1 = DMSO control;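 active = luciferase activation factor, scaled between plate controls, of at least 2 with compound at 10 µM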
# Target sequence (P08659 whole entry, looked up): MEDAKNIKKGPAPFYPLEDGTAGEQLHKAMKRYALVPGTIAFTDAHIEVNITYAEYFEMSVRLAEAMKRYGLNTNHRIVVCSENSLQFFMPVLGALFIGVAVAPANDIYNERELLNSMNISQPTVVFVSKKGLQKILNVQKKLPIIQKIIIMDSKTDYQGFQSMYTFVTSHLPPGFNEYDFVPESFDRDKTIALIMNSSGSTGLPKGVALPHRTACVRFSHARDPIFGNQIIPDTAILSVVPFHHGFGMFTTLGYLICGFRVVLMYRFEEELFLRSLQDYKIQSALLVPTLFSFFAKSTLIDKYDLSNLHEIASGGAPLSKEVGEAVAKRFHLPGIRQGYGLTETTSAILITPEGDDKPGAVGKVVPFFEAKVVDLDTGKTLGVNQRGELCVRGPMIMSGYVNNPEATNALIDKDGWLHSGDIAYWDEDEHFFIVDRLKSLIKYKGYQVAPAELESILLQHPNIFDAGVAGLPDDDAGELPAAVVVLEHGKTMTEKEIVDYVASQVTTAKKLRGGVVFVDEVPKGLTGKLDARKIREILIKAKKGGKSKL
#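 Assay system: Luciferase/luciferin detection reagent, cell-free biochemical luciferase assay / Read-out: luciferase activation / Benchmarks: No-ATP low control, compound-free enzyme-plus-ATP high control / Medium: PBS buffer for ATP / Detection: luminescence measurement of luciferase light output / Schedule: 10 min at ambient temperature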
# TNAP act hiacc – activators of human TNAP at high phosphate acceptor concentration | P05186 | 200,000 tested, under 10 active | AID 1136 | activation factor at 20 µM | purified TNAP, CDP-star luminescence, 1 M DEA, 30 min; hits give high values; 0 = EDTA background, 1 = DMSO-only activity;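 active = activation factor at least 2 at 20 µM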
# Target sequence (P05186 whole entry, looked up): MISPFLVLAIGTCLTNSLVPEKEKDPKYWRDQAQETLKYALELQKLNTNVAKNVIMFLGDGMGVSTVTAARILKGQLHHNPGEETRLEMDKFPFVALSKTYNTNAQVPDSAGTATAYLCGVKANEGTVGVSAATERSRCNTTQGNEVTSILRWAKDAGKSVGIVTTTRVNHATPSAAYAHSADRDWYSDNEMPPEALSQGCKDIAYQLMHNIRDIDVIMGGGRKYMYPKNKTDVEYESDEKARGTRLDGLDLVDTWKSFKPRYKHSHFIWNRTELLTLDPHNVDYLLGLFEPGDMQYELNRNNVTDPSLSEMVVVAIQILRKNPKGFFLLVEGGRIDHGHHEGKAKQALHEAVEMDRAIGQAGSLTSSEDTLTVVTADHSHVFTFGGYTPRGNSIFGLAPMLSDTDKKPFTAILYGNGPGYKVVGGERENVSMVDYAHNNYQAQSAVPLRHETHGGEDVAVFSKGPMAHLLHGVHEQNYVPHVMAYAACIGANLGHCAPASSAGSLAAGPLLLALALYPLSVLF
#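 system = human TNAP | amount = enzyme diluted 1/800 final | reagent = 100 µM CDP-star substrate | signal = luminescent substrate turnover signal | dosing = one dose, 20 µM | benchmarks = EDTA negative control, DMSO positive control | measure = activation factor | timing = 30 min reaction, room temperature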
# Diaphorase inh – diaphorase inhibition or chemical oxidation counter-screen | AID 1217 | hit rate 0.69% among 190,000 | inhibition, % at 20 µM | diaphorase resazurin-to-resorufin fluorescence, NADH, 16 min; bacterial (C. kluyveri) enzyme, not human;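 active = primary screen inhibition at 20 µM above a set limit, cut at about 50% in these data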;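 also: plate controls were DMSO with full reaction for no effect and wells lacking NADH for full effect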
#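 material = Clostridium kluyveri diaphorase enzyme | amount = 0.14 U/mL diaphorase, enzyme working solution | schedule = incubation 16 min, room temperature | detection = fluorescence of resorufin formed from resazurin, Ex 544/Em 590 nm | benchmarks = positive control minus NADH, DMSO neutral control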
# G6PDH counter – L. mesenteroides G6PDH inhibition counter-screen; Purified L. mesenteroides G6PDH, diaphorase/resazurin coupled fluorescence, 45 min; inhibition, % at 5 µM; hit rate 0.12% among 200,000; AID 1020; in the data active = inhibition above about 50%
# Diaph act CS – diaphorase activation or chemical reduction counter-screen. activation factor at 20 µM. AID 1229. hit rate 0.005% among 190,000. Diaphorase/resazurin coupled assay, resorufin fluorescence, 16 min; hits give high values; 1 = vehicle wells, 0 = NADH-free wells;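 active = diaphorase activity raised at least twofold by the compound at 20 µM; inactive = activation factor below 2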
#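 Assay system: bacterial diaphorase enzyme (C. kluyveri) / Input: enzyme 0.07 U/mL final / Medium: 50 mM HEPES pH 7.4 with 4.542 mM MgCl2, 0.005% Tween 20 / Doses: single compound dose of 20 µM, 1% DMSO final / Incubation: 16 min enzyme reaction, ambient temperature / Signal: fluorescence, excitation 544 nm and emission 590 nm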
# PMI act – phosphomannose isomerase (human) activation; purified human PMI, coupled resazurin fluorescence, 20 min; hits give high values; 1 = vehicle control, 0 substrate-free wells; hit rate 0.005% among 190,000; activation factor at 20 µM;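 active = activation factor of 2 or more at 20 µM, relative to plate controls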
# Efa HMGR inh – inhibitors of class II HMG-CoA reductase from Enterococcus faecalis; purified E. faecalis HMGR, NADPH absorbance 340 nm kinetic; inhibition, % at 10 µM; hit rate 0.41% among 190,000; AID 1066;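 active = inhibition above a set limit, the median over all tested compounds plus 3 SD, cut at about 9.5% in these data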;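 also: enzyme runs in reverse so mevalonate oxidation gives rising NADPH absorbance; 0% = complete reaction with DMSO and 100% = background rate lacking mevalonate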
# TNAP inh noacc – TNAP (human) inhibition, acceptor-free conditions. P05186. purified TNAP, CDP-star luminescence, 30 min. AID 1012. hit rate 0.26% among 200,000. inhibition, % at 20 µM;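 active = tissue-nonspecific alkaline phosphatase inhibition above about 50% at 20 µM in the single-dose screen, limit read from the data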;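 also: 0% = DMSO negative control and 100% = EDTA positive control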
# PMI act hi M6P – PMI (human) activation, high substrate | P34949 | coupled PMI enzyme assay, resazurin fluorescence, 20 min; hits give high values; 1 = untreated enzyme, 0 = substrate-free blank | activation factor at 20 µM | hit rate 0.34% among 190,000;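 active = activation factor of 2 or more at 20 µM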
#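 Technique: Diaphorase-driven resazurin-to-resorufin fluorescence, excitation 544, emission 590 nm | Assay system: Human PMI in coupled enzyme assay | Times: Enzyme reaction with compound 20 min at room temperature | Medium: HEPES-buffered pH 7.4 with magnesium and detergent | Reagent: Mannose-6-phosphate 1.0 mM (near-saturating) plus 0.22 mM NADP+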
# TNAP inh hi DEA – blocks human TNAP under high phosphate acceptor concentration; P05186; purified TNAP, CDP-star luminescence, 1 M DEA; inhibition, % at 20 µM; hit rate 0.03% among 200,000; AID 1135;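 active = over 50% inhibition of tissue-nonspecific alkaline phosphatase at 20 µM in the single-dose screen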;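 also: plate controls were DMSO wells for no effect and EDTA-quenched wells as full inhibition for full effect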
# Active calls of the source: *; / = not tested or not shown.
canonical_smiles,TNAP act hiacc,PMI act,Efa HMGR inh,Diaphorase inh,FLuc stim CS,TNAP inh noacc,Diaph act CS,TNAP inh hi DEA,PMI act hi M6P,G6PDH counter
CC(C)(C)NC(=O)Cn1nc(C(F)(F)F)c2c1CCCC2,1.1,0.9,-4.8,11.9,1,-10.1,0.9,-5.6,0.9,5.8
O=C(NCc1cccnc1)C1c2ccccc2C(=O)N1Cc1ccccc1 (stereo unspecified),1,1,-3.7,4.9,1,-13.7,1,-4.4,1,4.3
O=CN1CCCN(Cc2nc(-c3cccc(Cl)c3)no2)CC1,1,1,-3.1,14.9,1.1,-4.2,0.9,-2.2,1,10.9
O=c1c2cc(NC(=S)NCc3ccccn3)ccc2nc2n1CCCCC2,1,1.1,-1.7,11.8,1,-5.0,0.9,0.4,1.1,2.2
CCOc1ccc(S(=O)(=O)NCc2ccccc2)cc1C(N)=O,1,0.9,-6.7,15.5,1.1,-9.8,0.8,-3.2,0.9,6.3
CCOC(=O)CSc1nc(N)c(C(=O)Nc2ccc(N(C)C)cc2)s1,1.1,1,-4.7,15.9,0.8,3.1,0.8,-8.2,0.9,9.9
Cc1ccc(C(=O)NNC(=O)c2ccc3ncccc3c2)cc1,1,1.1,-3.6,4.2,1,-19.0,1,-4.1,1.1,10.9
CCOC(=O)C1CCN(Cc2ccc(F)c(F)c2)CC1,1.1,1,-3.0,9.5,1,-17.3,0.9,-7.3,1.1,-0.3
O=C(CN1CCCC1)Nc1ccccc1Sc1ccc(Cl)cc1,1.1,1,-3.2,-9.0,1,-5.7,1.1,-6.3,1.1,6.3
CC1CN(S(=O)(=O)c2cccc(C(=O)Nc3ccc4c(c3)CCC4)c2)CC(C)O1 (stereo unspecified),1,0.8,2.3,24.5,1,-1.0,0.8,0.1,0.8,1.7
Cc1nc2ccccc2n1CC(O)COCC1CC=CCC1 (stereo unspecified),1,0.9,-0.4,7.0,1,-2.3,0.9,1.6,1,-0.5
Cc1ccc(C(=O)N/C(=C/c2cn(-c3ccccc3)nc2-c2ccccc2)C(=O)O)cc1,1,1.2,-2.5,9.0,1,-13.7,0.9,-2.4,1.1,0.9
CCOc1ccc2nc(NC(=O)CSc3ccc(Cl)cc3)sc2c1,1.1,0.9,-5.0,9.9,1,-2.5,0.9,-8.4,0.9,7.1
Brc1ccc2c(c1)C(C1=NCCN1)c1ccccc1CS2 (stereo unspecified),1.1,1.1,-1.7,1.0,1.1,-25.6,1,-6.9,1,3.9
CC(C)(C)OC(=O)N1CCC[C@H]1c1nnc(SC/C=C/c2ccccc2)o1,1.1,1,-1.3,-9.9,1,-2.5,1.1,-5.4,1,11.1
CCS(=O)(=O)c1nc2ccccc2n1CC(=O)N1CCCCC1,1.1,1.1,-1.2,-3.8,1,-6.2,1,-5.1,1.1,9.1
CCOc1ccc(S(=O)(=O)N(C)c2ccc(OCC(=O)N3c4ccc(C)cc4C4CN(C)CCC43)cc2)cc1 (stereo unspecified),1.1,1,-1.9,7.1,1,-18.2,0.9,-7.0,0.9,-2.7
CCOC(=O)C1(CCOc2ccccc2)CCN(Cc2nccn2CC)CC1,1.1,0.9,-1.6,15.2,1,-11.5,0.8,-10.5,0.9,0.9
COc1ccc(N2CCN(C(=O)c3ccc(C)c(Cl)c3)CC2)cc1,1,0.7,-4.2,15.8,1,-4.6,0.8,-0.4,0.9,13.2
CC(C)N(CC(N)=O)C(=O)Cc1coc2cc3c(cc12)CCC3,1,0.9,-1.3,14.0,1,0.2,0.9,2.5,0.9,7.4
CCN(Cc1ccncc1)C(=O)c1cccs1,1,0.9,-0.5,20.3,1,-7.9,0.8,-0.6,0.9,1.1
COc1ccccc1N1CCN(C(=O)Cn2nnc(-c3ccncc3)n2)CC1,1,1,-1.1,15.7,1.1,-9.5,0.8,-4.6,0.9,-1.8
Cc1ccc(NS(=O)(=O)c2ccc(OCC(=O)NCc3ccco3)cc2)cc1,1,0.9,-4.4,17.1,1,-15.0,0.8,-4.6,1,-3.2
CNC(=O)NC(=S)NC(=O)c1cccc(Cl)c1,1,0.9,-1.2,46.2,1.1,-4.2,0.5,-3.0,0.9,18.5
Cc1ccc2ncccc2c1N,1.1,0.7,2.3,28.0,1.1,-17.0,0.7,-5.2,0.4,9.4
COCCN(CC(=O)NC1CCCCC1)C(=O)/C=C/C(=O)c1ccc(OC)cc1O,1,/,-1.1,/,1,-4.9,/,-0.9,/,6.6
Cc1nnc(NC(=O)CCC(=O)NCc2ccco2)s1,1,1,-7.9,-1.7,1,-6.7,1,-2.3,1.1,10.0
CCCS(=O)(=O)c1c(S(=O)(=O)CCC)c2c(N)cccn2c1C(=O)c1ccccc1,1.1,1.1,-3.0,29.3,1.1,-19.5,0.7,-6.2,1.3,7.9
CC1=NNC(=O)C1CCC(=O)N/N=C(/C)c1ccc([N+](=O)[O-])cc1 (stereo unspecified),1,1.1,-2.3,-10.0,1,2.7,1.1,2.2,1,6.6
COC(=O)c1ccnc(/C=N/O)c1,1,1.1,-0.1,2.0,1.1,-1.4,1,-3.4,1,-0.6
CCC(C)N(C(=O)c1csnn1)C(C(=O)NC(C)(C)C)c1ccccc1 (stereo unspecified),1.1,1,-4.8,-4.2,1,-5.5,1,-5.2,1.1,10.7
O=C(/C=C/c1ccco1)Nc1nc(-c2ccccc2)cs1,1,0.9,-4.2,24.0,0.7,8.4,0.8,-2.8,0.9,5.6
C/C(=N\NC(N)=S)C12CC3CC(CC(C3)C1)C2,1,0.9,0.3,18.3,1,-6.0,0.8,-1.1,1,4.3
O=c1cnnc(N/N=C/c2c[nH]c3ccccc23)[nH]1,1,1,-5.1,1.2,1,-7.8,1,1.2,1,2.8
O=C(Nc1ccc(N2CCCCC2)c(C(=O)O)c1)c1ccco1,1,0.9,1.9,8.8,1,-9.6,0.9,0.9,1,-0.7
CCOc1cc(/C=N/NC(N)=O)cc(Br)c1OCc1ccccc1F,1.1,1.1,-7.0,20.6,1.1,-2.5,0.8,-9.0,0.9,1.2
CC(C)CCNC(=S)Nc1ccccn1,1.1,0.8,-0.7,13.8,1,-3.1,0.9,-5.0,0.9,-0.1
CCN(CC)S(=O)(=O)c1ccc(C(=O)OCC(=O)Nc2sc3c(c2C#N)CCCCC3)cc1,0.9,0.9,-8.0,18.0,1,-9.9,0.8,6.5,0.9,-0.3
Cc1ccc(NC(=O)Nc2ccc(Cl)cc2)c(Br)c1,1,1.1,-3.6,6.6,1,-18.2,0.9,1.9,1.1,5.2
COc1ccccc1N(C)S(=O)(=O)c1ccc(C(=O)Nc2ccc(N3CCOCC3)cc2)cc1,1,1.1,1.0,26.9,1,-6.4,0.7,0.0,0.8,7.3
CCN(/N=C/C=C/c1ccccc1)c1cc(=O)n(C)c(=O)[nH]1,1,0.8,5.3,11.8,1.1,-14.8,0.9,-0.3,0.8,14.2
CCS(=O)(=O)c1ccc2c(c1)N(S(=O)(=O)c1ccc(C)cc1)CC(C(=O)O)O2 (stereo unspecified),1.1,1.2,0.1,-6.4,1,-10.7,1.1,-7.8,1.1,12.4
CCOC(=O)c1sc(NC(=O)CSc2nc(-c3ccco3)cc(C(F)(F)F)n2)c(C(=O)OC)c1C,1.1,0.9,1.7,20.4,1.1,-6.8,0.8,-6.7,0.9,2.5
COc1ccc(CNC(=O)C(=O)NCCCn2ccnc2)cc1,1.1,/,-1.3,/,1,-7.8,/,-9.3,/,14.9
CCn1c(Cc2ccccc2)nnc1SCC(=O)Nc1ccccc1N1CCOCC1,1.1,1.1,4.2,-4.1,1,-11.6,1,-5.1,1,0.2
NC(=S)Cc1nc2n(n1)Cc1ccccc1-2,1,1,6.6,7.6,1,-15.1,0.9,2.8,1,-0.2
Cc1ccccc1NC(=O)Cc1nc(CSc2nnc(-c3ccc4c(c3)OCO4)o2)cs1,1,1,-0.1,1.3,1,-5.2,1,-4.2,1,-39.7
O=c1[nH]c2ccc(Cl)cc2c(-c2ccccc2)c1N1CCOCC1,1,0.9,2.9,9.4,1,-2.7,0.9,0.4,0.9,-21.2
Cc1cc2n(n1)C(c1c[nH]c3ccccc13)Nc1ccccc1-2 (stereo unspecified),1,1,-5.2,26.9,1,10.5,0.7,1.6,1.1,-28.7
CCCOc1ccc2oc(=O)c3c(c2c1)CCCN3C(=O)CN1CCN(c2ncccn2)CC1,1.1,1,/,13.7,1.1,-7.0,0.9,-8.4,1.1,10.2

# (more compounds)
canonical_smiles,TNAP act hiacc,PMI act,Efa HMGR inh,Diaphorase inh,FLuc stim CS,TNAP inh noacc,Diaph act CS,TNAP inh hi DEA,PMI act hi M6P,G6PDH counter
CCCCn1nnc(NC(=O)CCC)n1,1,1,2.7,5.4,1.1,-10.4,0.9,-0.6,1,4.4
Clc1ccc2oc(-c3ccccc3)cc(=NCCCN3CCOCC3)c2c1,1,1.2,-3.2,-18.3,1,-6.8,1.2,-3.0,1.2,1.6
c1nc(NC2CCCCC2)c2[nH]cnc2n1,1.1,0.9,2.4,15.7,1.1,-49.6,0.8,-6.8,0.9,-14.5
COc1ccc(Cc2nnc(NC(=O)c3c(-c4ccccc4)noc3C)s2)cc1,1,0.9,-5.4,16.4,1,-6.1,0.8,-0.1,1,18.1
CC1CC(C)CN(C(=O)COC(=O)c2cccc([N+](=O)[O-])c2)C1 (stereo unspecified),1,1.2,-0.3,2.9,1,-6.2,1,-1.1,1.1,7.4
Cc1ccc(/C=C/C(=O)c2nc3ccccc3[nH]2)cc1,1,0.9,2.3,6.2,0.1,1.8,0.9,3.5,0.9,3.6
CN(C)C(CNC(=O)c1ccc2c(=O)n(-c3ccccc3F)c(=S)[nH]c2c1)Cc1ccccc1 (stereo unspecified),1,1.1,0.0,5.3,1,-11.7,0.9,-1.1,1,2.5

# No enrichment for hits. About 1.7% of those tested had a hit in this group.
